High-throughput results (PubChem)
SIRT5 inh: blocks human SIRT5 desuccinylation of peptide. Purified SirT5, succinyl-peptide AMC, trypsin-coupled fluorescence. inhibition, % at 15 µM. AID 652115. Q9NXA8. 1.1% of 330,000 active; in the data active = inhibition above about 15%; inconclusive = no clear call, values can overlap the other calls
ERp5 block: inhibitors of human ERp5; Q15084; ERp5 insulin aggregation, absorbance 650 nm, 90 min; inhibition, % at 9.99 µM; 0.05% of 350,000 active; AID 651711;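 active = mean replicate inhibition above about 25%, with every replicate also reaching it, limit read from the data, passing the limit was not always enough; inconclusive = only one of those two criteria met; inactive = neither criterion met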
DENV2 CPE rescue: protects cells from dengue virus 2 cytopathic effect; DENV2-infected cells, cytopathic effect rescue, plate reader; CPE inhibition, % at 9.99 µM; 1.7% of 350,000 active; in the data active = CPE inhibition above about 20%, passing the limit was not always enough; inconclusive = no clear call, values can overlap the other calls; tested in BHK-21 cells;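 also: 0% = median of neutral control wells and 100% = median of positive control wells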
ERAP1 inh: inhibitors of human ERAP1 aminopeptidase | recombinant ERAP1, Leu-AMC fluorescence, 60 min | Q9NZ08 | 0.15% of 340,000 active | AID 652197 | inhibition, % at 10.7 µM;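 active = mean replicate inhibition of at least 30%, or all replicates individually reaching that 30% level; inactive = mean below 30% and not every replicate reaching it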;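 also: 0% = neutral control wells and 100% = L-leucinethiol positive control wells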
Target sequence (Q9NZ08 whole entry, looked up): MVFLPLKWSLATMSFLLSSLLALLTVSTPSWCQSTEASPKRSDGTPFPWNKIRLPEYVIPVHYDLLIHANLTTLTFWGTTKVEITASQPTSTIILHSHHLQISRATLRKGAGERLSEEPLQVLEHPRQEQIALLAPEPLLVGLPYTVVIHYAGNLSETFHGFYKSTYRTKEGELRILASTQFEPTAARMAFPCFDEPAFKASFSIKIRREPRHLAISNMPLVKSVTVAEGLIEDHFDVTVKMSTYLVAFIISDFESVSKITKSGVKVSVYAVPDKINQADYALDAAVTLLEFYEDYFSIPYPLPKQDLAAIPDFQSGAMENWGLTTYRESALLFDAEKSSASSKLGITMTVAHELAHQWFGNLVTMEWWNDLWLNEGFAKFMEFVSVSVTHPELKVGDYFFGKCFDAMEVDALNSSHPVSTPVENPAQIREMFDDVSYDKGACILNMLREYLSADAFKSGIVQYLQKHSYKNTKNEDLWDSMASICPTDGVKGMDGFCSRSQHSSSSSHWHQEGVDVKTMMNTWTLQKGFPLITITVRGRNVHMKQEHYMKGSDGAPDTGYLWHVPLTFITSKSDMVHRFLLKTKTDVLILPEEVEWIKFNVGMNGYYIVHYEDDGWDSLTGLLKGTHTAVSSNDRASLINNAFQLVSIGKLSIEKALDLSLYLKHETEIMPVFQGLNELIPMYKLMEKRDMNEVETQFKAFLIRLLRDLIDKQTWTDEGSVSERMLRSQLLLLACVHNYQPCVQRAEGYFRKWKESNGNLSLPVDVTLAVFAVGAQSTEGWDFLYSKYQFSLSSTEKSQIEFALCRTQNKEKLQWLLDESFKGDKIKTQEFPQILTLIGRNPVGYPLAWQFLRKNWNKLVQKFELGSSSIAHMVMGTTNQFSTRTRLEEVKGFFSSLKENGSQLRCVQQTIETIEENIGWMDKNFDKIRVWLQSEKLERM
miR122 inh: miR-122 inhibition in Huh7 cells; 0.3% of 340,000 active; Huh7 miR-122 Renilla luciferase sensor, 48 h; neutral wells = 0, positive control = 100; AID 602342; activation (reporter increase), % at 12.5 µM;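 active = mean replicate activation score at least 90 and every replicate individually at or above 90; inconclusive = only one of the two criteria met; inactive = neither criterion met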;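 also: higher luciferase means less miR-122 activity so hits act as miR-122 inhibitors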
CASP6 VEID inh: blocks human caspase-6 cleavage activity; inhibition, % at 12.5 µM; AID 686996; purified caspase-6, Z-VEID-R110 cleavage fluorescence; P55212; 0.53% of 350,000 active;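 active = mean inhibition across replicates at least about 35%, with every replicate also reaching that limit, limit read from the data; inconclusive = only one of the two criteria met; inactive = neither criterion met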;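 also: 0% = median of neutral control wells and 100% = no fluorescence left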
CFTR F508del cor: CFTR F508del correction in bronchial cells; 0.36% of 350,000 active; activity (quench increase), % at 7.58 µM; CFBE cells, YFP halide quenching; stimulated with forskolin plus potentiator P3; % fluorescence drop versus neutral controls; AID 720511;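 active = mean added fluorescence quench of at least 8% versus neutral control, with both replicates also reaching 8%; inconclusive = only one of the mean or replicate conditions met; inactive = mean below 8% and not both replicates reaching 8%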;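 also: cells transiently co-express mutant CFTR-F508del with the halide-sensitive YFP; corrector assay measuring rescue of mutant channel to the surface after 24 h compound exposure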
The depositor's hits bear a star; ? = inconclusive; · = not tested or not shown; [ ] = remark or other dose. Rows were taken by chance. Share with any hit: about 4%.

smiles	SIRT5 inh	ERp5 block	DENV2 CPE rescue	ERAP1 inh	miR122 inh	CASP6 VEID inh	CFTR F508del cor
Cc1cc(Cl)ccc1NC(=S)N1CCN(Cc2ccc3c(c2)OCO3)CC1	0	-8	·	1	3	-3	·
O=C(C[C@@H]1CC[C@H](NC(=O)Nc2cc(F)ccc2F)[C@@H](CO)O1)Nc1ccccc1	7	6	-3	-4	·	-3	-0.8
C=CCN1C(=O)c2ccc(C(=O)N(C)CC(=O)Nc3c(C)cccc3C)cc2C1=O	-1	14	5	8	1	1	0.2
O=C(NCc1ccc(F)cc1)c1cc2n(n1)C(C(F)(F)F)CC(C1CC1)N2 (stereo not given)	·	0	-3	5	3	-9	0.6
COc1ccc(-c2cnnn2-c2ccc(NC(=O)/C=C/c3ccc(OC)c(OC)c3)cc2)cc1	-15	2	4	-2	·	2	·
COc1ccc(C(=O)N2c3ccccc3C=CC2C#N)cc1 (stereo not given)	0	6	?	6	·	-3	0.3
CO[C@H]1CN(C)C(=O)c2ccc(NC(C)=O)cc2OC[C@@H](C)N(C(=O)c2ccccc2)C[C@@H]1C	1	0	-8	0	·	0	1.4
O=C(C[C@@H]1CC[C@H](NC(=O)Nc2cccc(F)c2)[C@H](CO)O1)NCC1CCCCC1	-1	-3	-1	-3	·	0	-0.7
CCc1c(C)sc(NC(=O)c2cccs2)c1C#N	0	4	2	0	·	2	4.7
O=c1ccnc(Nc2ccc3c(c2)OCCO3)[nH]1	0	-4	?	-1	-5	3	2.3
O=C1/C(=C/c2cccs2)SC(=S)N1CCC(=O)N1CCCCC1CCO (stereo not given)	-3	-5	0	-2	-8	-1	6.7
CC(Oc1ccccc1)C(=O)N1CCN=C1SCc1cccc(F)c1 (stereo not given)	-2	9	-6	0	9	1	-0.8
CC(C)N(C(=O)CSc1nc(COc2ccccc2)nc2ccccc12)C(C)C	1	-6	1	5	·	1	3.2
C[C@@H]1CN([C@@H](C)CO)C(=O)c2cc(C3=CCCC3)cnc2O[C@H]1CN(C)C(=O)c1ccncc1	2	-2	6	0	-7[16.7 µM]	1	1.3
CCC(CC)C(=O)Nc1cc(OC)c(OC)cc1C(=O)O	3	-10	·	5	-4	1	·
CS(=O)(=O)N(CC(=O)N1CCCC1)c1ccc(Cl)cc1Cl	0	-1	3	-1	1	4	-3.9
O=C(Nc1ccc2c(c1)[C@@H]1C[C@H](CC(=O)N3CCc4ccccc4C3)O[C@@H](CO)[C@@H]1O2)C1CCC1	0	-9	-1	0	-5[16.7 µM]	1	-4.9
CCN(C(=O)CCCCC(=O)N(CC)c1ccccc1)c1ccccc1	-3	4	0	4	-7	-1	-0.7
CC(C)NC(=O)Nc1ccc2c(c1)C(=O)N([C@H](C)CO)C[C@@H](C)[C@H](CN(C)S(C)(=O)=O)OCCCC[C@@H](C)O2	1	-1	0	-3	4[16.7 µM]	0	-0.2
CC(C)[C@H](NC(=O)c1ccc(Cl)cc1Cl)C(=O)N1CCC[C@H]1C(=O)NCc1ccccc1	-4	-2	-8	-1	·	-3	1.5
COc1ccc(NC(=O)Nc2ccc3c(c2)[C@@H]2C[C@H](CC(=O)N4CCc5ccccc5C4)O[C@@H](CO)[C@@H]2O3)cc1	-18	8	-6	-1	-3[16.7 µM]	1	2.7
COC(=O)[C@]12C[C@H](CC(=O)NCC3CCCCC3)C(=O)N(CCC3=CCCCC3)C1=C[C@H](COCc1ccccc1)O[C@@H]2C	·	5	-5	-4	·	-1	-0.6
O=C(CCC(=O)N(CC(=O)NC1CCCCC1)c1ccc(F)cc1)Nc1nccs1	-1	-1	-3	0	·	2	-1.2
CCOC(=O)CNC(=O)CSc1nnc(-c2ccccc2)c(-c2ccccc2)n1	-12	1	·	0	·	5	-1.2
O=C(COc1ccccc1Cl)NCCNC(=O)c1ccco1	-2	2	6	1	-8	2	1.7
NC(N)=NC(N)=Nc1cccc2ccccc12	0	6	-1	·	-7	-14	0.1
COc1ccc(C(=O)Nc2ccc(-c3n[nH]c(=S)o3)cc2)cc1	-6	1	-4	0	-2	0	-2.8
COc1ccc(S(=O)(=O)Nc2ccc3c(c2)CC(=O)N([C@@H](C)CO)C[C@H](C)[C@H](CN(C)C(=O)Nc2c(C)noc2C)O3)cc1	1	-5	11	1	-2[16.7 µM]	3	0.4
COc1cc(/C=N/NC(=O)c2c(C)nnn2-c2nonc2N)ccc1O	0	-4	·	-2	·	-6	-0.7
Cc1cccc(Cc2nc3ccccc3[nH]2)c1	2	-8	9	-2	·	-1	-3.4

A run of entries from further up, as a working copy:
smiles	SIRT5 inh	ERp5 block	DENV2 CPE rescue	ERAP1 inh	miR122 inh	CASP6 VEID inh	CFTR F508del cor
Cc1cc(Cl)ccc1NC(=S)N1CCN(Cc2ccc3c(c2)OCO3)CC1	0	-8	·	1	3	-3	·
O=C(C[C@@H]1CC[C@H](NC(=O)Nc2cc(F)ccc2F)[C@@H](CO)O1)Nc1ccccc1	7	6	-3	-4	·	-3	-0.8
C=CCN1C(=O)c2ccc(C(=O)N(C)CC(=O)Nc3c(C)cccc3C)cc2C1=O	-1	14	5	8	1	1	0.2
O=C(NCc1ccc(F)cc1)c1cc2n(n1)C(C(F)(F)F)CC(C1CC1)N2 (stereo not given)	·	0	-3	5	3	-9	0.6
COc1ccc(-c2cnnn2-c2ccc(NC(=O)/C=C/c3ccc(OC)c(OC)c3)cc2)cc1	-15	2	4	-2	·	2	·
COc1ccc(C(=O)N2c3ccccc3C=CC2C#N)cc1 (stereo not given)	0	6	?	6	·	-3	0.3
CO[C@H]1CN(C)C(=O)c2ccc(NC(C)=O)cc2OC[C@@H](C)N(C(=O)c2ccccc2)C[C@@H]1C	1	0	-8	0	·	0	1.4
O=C(C[C@@H]1CC[C@H](NC(=O)Nc2cccc(F)c2)[C@H](CO)O1)NCC1CCCCC1	-1	-3	-1	-3	·	0	-0.7
CCc1c(C)sc(NC(=O)c2cccs2)c1C#N	0	4	2	0	·	2	4.7
O=c1ccnc(Nc2ccc3c(c2)OCCO3)[nH]1	0	-4	?	-1	-5	3	2.3
O=C1/C(=C/c2cccs2)SC(=S)N1CCC(=O)N1CCCCC1CCO (stereo not given)	-3	-5	0	-2	-8	-1	6.7
CC(Oc1ccccc1)C(=O)N1CCN=C1SCc1cccc(F)c1 (stereo not given)	-2	9	-6	0	9	1	-0.8

Remaining list, next part:
smiles	SIRT5 inh	ERp5 block	DENV2 CPE rescue	ERAP1 inh	miR122 inh	CASP6 VEID inh	CFTR F508del cor
CO[C@H]1CN(C)C(=O)c2ccc(NC(=O)C3CC3)cc2OC[C@H](C)N(C(=O)NC(C)C)C[C@@H]1C	1	5	2	2	·	-3	0.0
N#CC(c1ccc(Cl)nn1)c1c(F)cccc1Cl (stereo not given)	-1	-12	-2	1	·	2	-1.0
CCOc1ccc(NC(=O)CN(C)Cc2cc(=O)n3c(-c4ccccc4)csc3n2)cc1OCC	0	-3	6	2	·	2	0.4
CCC(=O)/C=C1\Sc2ccccc2N1CC	-8	-9	7	-2	·	-1	·
O=S1(=O)CCC(NS(=O)(=O)c2ccc3ccccc3c2)C1 (stereo not given)	·	-1	5	-5	?	2	-1.0
Cn1ccnc1SCC(=O)c1ccc(Cl)cc1	-15	-8	·	0	-5	1	0.2
COc1cccc2c1C(=O)c1c(O)c3c(c(O)c1C2=O)C[C@](O)(C(C)=O)C[C@H]3O[C@@H]1C[C@@H](N)[C@@H](O)[C@@H](C)O1	-2	6	-24	19	-31	-56	31*
O=C(NNC(=O)c1ccccc1-n1cccc1)c1cccnc1	·	10	?	-3	-4	0	3.8
OC[C@@H]1[C@H](c2ccc(/C=C/c3ccccc3)cc2)[C@H]2CN(CCC(F)(F)F)CCCCN12	1	-2	0	-2	-27[16.7 µM]	0	0.4
C=CCn1cc(C(=O)OCC)c(=O)c2cc(F)c(F)cc21	0	-9	6	1	-7	-5	2.9
O=C(NC1CC1)c1cccc(NC(=O)c2cn3ccccc3n2)c1	-7	2	-5	-1	4	-2	2.1
COc1ccc(CN(C)C[C@H]2OCCCC[C@@H](C)Oc3ccc(NC(=O)Nc4ccc(F)cc4)cc3C(=O)N([C@@H](C)CO)C[C@H]2C)cc1	-1	0	-13	2	2[16.7 µM]	2	-3.4
CCCCN(CC)CCCNC(=O)c1cn(-c2ccc(OC)cc2)c(=O)c2ccccc12	-5	-1	-1	-4	·	-1	·
Cc1csc(C(C)N(C)C(=O)CCc2nnc(CCc3ccccc3)o2)n1 (stereo not given)	-6	8	-3	·	2	0	-0.5
O=C(C[C@@H]1CC[C@H]2[C@@H](COC[C@@H](O)CN2Cc2ccc(C(F)(F)F)cc2)O1)NCCc1ccccc1	-1	0	2	-1	-1[16.7 µM]	3	-1.1
COc1ccccc1S(=O)(=O)N(C)C[C@@H]1OCc2ccccc2-c2ccccc2C(=O)N([C@@H](C)CO)C[C@H]1C	·	-4	0	3	·	3	3.3
CSc1ccc(C(=O)N2CCc3ccc(NC(=O)c4ccccn4)cc3C2)cc1	-1	0	5	2	-1	-1	1.8
CC(C)C[C@@H]1COc2cc(NC3CC3)ccc2S(=O)(=O)N1	-3	-3	-3	-2	·	-4	0.1
CC(C)NC(=O)N(C)C[C@H]1Oc2ccc(NC(=O)Nc3ccc4c(c3)OCO4)cc2CC(=O)N([C@H](C)CO)C[C@@H]1C	0	11	0	3	-3[16.7 µM]	-2	-0.9
O=C(CSc1nnc(-c2ccncc2)o1)N1CCc2ccccc2C1	1	1	·	-1	-1	2	3.1
N#CC1=CN(Cc2ccccc2)C=C(/C=N/Nc2ccccc2)C1	1	14	17	4	·	0	-2.3
O=C(C[C@H]1C=C[C@H](NC(=O)C2CCC2)[C@@H](CO)O1)NCC1CC1	3	1	-3	2	·	-2	-2.7
Cc1cc(C)cc(-n2ncc3c2CCCC3NC(=O)c2cc(C)[nH]n2)c1 (stereo not given)	6	7	4	-4	6	1	1.5
CC(O)(c1ccccc1)c1nc(-c2cc3ccccc3o2)cs1 (stereo not given)	·	-1	-3	1	-3	1	-3.1
COc1ccccc1NC(=O)N1C[C@@H]2[C@H](c3ccccc31)[C@H](CO)N2C(=O)C1CCCC1	-1	-4	?	-1	17[16.7 µM]	0	5.4

2 compounds from above, reduced to ERAP1 inh.
Compound | ERAP1 inh
CC(C)NC(=O)N(C)C[C@H]1Oc2ccc(NC(=O)Nc3ccc4c(c3)OCO4)cc2CC(=O)N([C@H](C)CO)C[C@@H]1C | 3
O=C(CSc1nnc(-c2ccncc2)o1)N1CCc2ccccc2C1 | -1
